Screens as filed in PubChem BioAssay.
RGS4 act = RGS4 potentiators or activators, primary screen, cell-based, HEK293 M3R inducible RGS4, calcium flux. AID 463111, 2010. actives 0.92% (n = 310,000). carbachol calcium flux Fluo4; hits give low values. B-score at 10 µM;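 active = B-score of the integrated calcium signal more than 4 SD below the library mean, with starting fluorescence not abnormally high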;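 note: negative B-score means reduced calcium response which marks RGS4 activation or potentiation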
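Assay system: HEK293 FlpIn-TREx cells, stable M3R, doxycycline-inducible RGS4 / Probe or stimulus: carbachol, ECmax concentration / Times: overnight RGS4 induction, 30 min dye load 37 °C, 20 min compound RT / Signal: kinetic calcium fluorescence imaging with Fluo4-AM dye, 2 µM / Measure: Agonist-evoked peak-minus-minimum fluorescence over baseline, integrated ratio, B score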
GSK3B inh = human GSK3beta kinase inhibitors, primary screen, biochemical, cell-free homogeneous, HTS | Glycogen synthase kinase-3 beta (Homo sapiens), P49841 | GST-GSK3beta kinase, ADP-Glo luminescence, 60 min; hits give low values | activity score (negative = inhibition), % at 10 µM | actives 0.038% (n = 300,000);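 active = more than half of replicate wells score below -50%, meaning over 50% inhibition versus plate controls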;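 note: 0% = median DMSO wells and -100% = median GW8510 positive control wells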
Target sequence (P49841 whole entry, looked up): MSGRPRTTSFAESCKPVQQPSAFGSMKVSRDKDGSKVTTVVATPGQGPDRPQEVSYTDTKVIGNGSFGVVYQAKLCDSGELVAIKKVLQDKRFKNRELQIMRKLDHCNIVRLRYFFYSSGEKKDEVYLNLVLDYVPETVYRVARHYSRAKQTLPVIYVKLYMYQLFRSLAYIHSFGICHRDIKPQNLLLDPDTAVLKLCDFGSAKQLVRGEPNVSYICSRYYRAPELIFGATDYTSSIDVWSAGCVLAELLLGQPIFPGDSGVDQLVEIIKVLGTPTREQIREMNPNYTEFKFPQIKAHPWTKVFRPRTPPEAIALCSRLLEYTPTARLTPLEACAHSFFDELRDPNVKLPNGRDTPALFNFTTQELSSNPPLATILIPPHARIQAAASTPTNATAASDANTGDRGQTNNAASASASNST
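Assay system: GST-fused GSK3beta enzyme, cell-free / Medium: Tris pH 7.5 buffer with MgCl2, DTT, BSA, heparin / Also added: peptide substrate plus 25 µM ATP (final) / Compound: 10 µM single point / Timing: kinase reaction with compound 60 min at room temperature / Detection: ADP-Glo luminescence / Benchmarks: DMSO neutral wells and GW8510 at 20 µM as positive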
PolyA inh = polyadenylation inhibitors in yeast reporter cells, primary screen, luminescence, S. cerevisiae. actives 0.02% (n = 300,000). S. cerevisiae SKY197-pL101 polyadenylation reporter, beta-gal luminescence; efflux-impaired pdr1/pdr3 knockout yeast; score 100 = 6 SD above DMSO. calls only at 12 µM;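 active = lowest replicate activity score at least 50, where 100 means six control SD above control mean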;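 note: yeast exposed to compound for 9 h at 30 °C; higher score means more reporter readthrough which indicates perturbed polyadenylation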
KCNQ1 inh = inhibitors of human KCNQ1 channel, primary screen, cell-based, thallium flux, high-throughput; Potassium voltage-gated channel subfamily KQT member 1 (Homo sapiens), P51787; CHO-K1 KCNQ1, FluxOR thallium flux fluorescence; hits give high values; B-score at 10 µM; actives 1.3% (n = 310,000); AID 2642, 2010;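 active = compounds whose thallium flux B-score, printed positive for inhibition, exceeds three library SD while starting fluorescence stays within three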;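 note: channel opened by potassium depolarization with thallium stimulus after 20 min compound exposure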
RGS4 inh = RGS4 inhibitors, primary screen, cell-based, HEK293 M3R inducible RGS4, calcium flux | actives 0.45% (n = 310,000) | Regulator of G-protein signaling 4 (Homo sapiens), P49798 | Fluo-4 calcium flux; hits give high values; triggered by carbachol at its EC20 | B-score at 10 µM;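 active = B-score, a plate-corrected calcium signal, over three deviations above library mean, with baseline fluorescence within five deviations of library mean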;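 note: RGS4 expression induced by doxycycline in cells with stable M3 receptor; B-score is computed from the integrated fluorescence ratio over baseline after carbachol; higher B-score means a larger calcium signal and so more RGS4 inhibition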
hERG protect = hERG rescue from dofetilide block, primary screen, cell-based, CHO-hERG, FluxOR thallium flux, dofetilide IC70 | Voltage-gated inwardly rectifying potassium channel KCNH2 (Homo sapiens), Q12809 | dofetilide IC70 present | activation (rescue from dofetilide block), less the hit threshold, % at 10 µM | actives 0.51% (n = 310,000) | AID 1511, 2009;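 active = activation above the mean of controls blocked by dofetilide plus 5 SD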;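 note: thallium influx through hERG after potassium depolarization seen as dye fluorescence rise; in these data hits start at about 4.7%; inactives centre near -7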
KCNK9 inh = KCNK9 potassium channel inhibitors, primary screen, HEK293 cells, thallium flux; B-score at 10 µM; Potassium channel subfamily K member 9 (Homo sapiens), Q9NPC2; actives 1.2% (n = 310,000); FluxOR thallium flux fluorescence; hits give low values;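 active = ratio B-score over 3 SD below the library mean, with starting fluorescence within 5 SD of its mean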;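 note: negative B-score means less thallium flux so channel inhibition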
DYRK1A inh = rat Dyrk1A kinase inhibitors, primary screen, biochemical, single point, plate reader; AID 504441, 2011; inhibition, % at 12.5 µM; actives 0.43% (n = 310,000); Dual specificity tyrosine-phosphorylation-regulated kinase 1A (Rattus norvegicus), Q63470; ADP-Glo luminescence, NFATc1 peptide; in the data active = inhibition above about 50%;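 note: plate controls were vehicle with enzyme for no effect and no enzyme for full effect; many of its hits are not listed in these tables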
KCNK3 block = human KCNK3 channel inhibitors, primary screen, CHO cells, FluxOR thallium flux, B-score. FluxOR fluorescence; hits give low values. B-score at 10 µM. actives 0.84% (n = 340,000);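 active = B-score under library mean minus 4 SD, starting fluorescence ratio at most library mean plus 5 SD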;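 note: more negative B-score means stronger inhibition of thallium flux through KCNK3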
KCNQ1 pot = potentiators or activators of KCNQ1 channel, primary screen, cell-based, thallium flux, high-throughput; Potassium voltage-gated channel subfamily KQT member 1 (Homo sapiens), P51787; CHO-K1 KCNQ1, thallium flux FluxOR fluorescence; hits give high values; B-score at 10 µM; actives 0.35% (n = 310,000);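 active = fluorescence ratio B-score, a plate-corrected score, at least three library SD, with initial intensity B-score within 5 SD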
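Test system: CHO-K1 cells stably expressing KCNQ1 / Medium: assay buffer / Also added: depolarizing K+/Tl+ stimulus, K2SO4 and Tl2SO4 each 12.5 mM in 5x stock / Incubation: 90 min dye loading and 20 min compound exposure, both at room temperature / Signal: thallium influx via FluxOR fluorescence, kinetic imaging / Evaluation: B score of baseline-normalized fluorescence ratio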
GSK3 alpha inh = blockers of GSK3A enzyme activity – biochemical, luminescence, cell-free homogeneous, HTS, primary screen | Glycogen synthase kinase-3 alpha (Homo sapiens), P49840 | AID 2650, 2010 | GSK-3 alpha kinase, ADP-Glo luminescence, 60 min | actives 0.1% (n = 320,000) | inhibition, % at 10 µM;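 in the data active = inhibition above about 50%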;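 note: GST-tagged GSK-3 alpha with peptide substrate and 25 µM ATP; 0% = DMSO neutral wells and 100% = GW8510 positive control wells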
Target sequence (P49840 whole entry, looked up): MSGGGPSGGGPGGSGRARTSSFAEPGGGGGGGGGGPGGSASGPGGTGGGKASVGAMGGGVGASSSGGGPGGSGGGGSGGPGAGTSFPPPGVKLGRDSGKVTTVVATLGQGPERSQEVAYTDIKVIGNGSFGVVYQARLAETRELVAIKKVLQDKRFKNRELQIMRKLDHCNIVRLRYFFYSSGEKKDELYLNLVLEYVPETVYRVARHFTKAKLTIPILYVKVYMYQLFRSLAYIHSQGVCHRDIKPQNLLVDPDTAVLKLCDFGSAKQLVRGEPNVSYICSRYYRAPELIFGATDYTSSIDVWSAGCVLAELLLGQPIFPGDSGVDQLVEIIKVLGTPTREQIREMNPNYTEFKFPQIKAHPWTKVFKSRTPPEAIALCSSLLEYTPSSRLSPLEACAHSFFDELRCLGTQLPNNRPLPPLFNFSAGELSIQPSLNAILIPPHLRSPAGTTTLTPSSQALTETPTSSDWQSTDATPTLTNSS
* = called active by the depositor; i = inactive; nt = no result given. This is a subset; rates above refer to the full screens.

Every second line gives: RGS4 act	GSK3B inh	PolyA inh	KCNQ1 inh	RGS4 inh	hERG protect	KCNK9 inh	DYRK1A inh	KCNK3 block	KCNQ1 pot	GSK3 alpha inh
1	O=c1c2ccccc2[se]n1-c1ccccc1
 : i	-4	i	i	i	-9	i	6	i	i	nt
2	C=CCn1c(O)c(C(C)=Nc2ccc(N(CC)CC)cc2)c(=O)[nH]c1=O
 : i	2	i	i	i	-4	i	-3	i	i	-1
3	CCOP(=O)(OCC)Oc1cc(C)c(N(C)C)c(C)c1
 : i	1	i	i	i	-6	i	-3	i	i	-2
4	CC1CCC(NCC(O)c2ccccc2)CC1 (stereo not given)
 : i	-1	i	i	i	-12	i	5	i	i	-1
5	CC12CN3CCN(CC(C3)/C1=N/NC(N)=O)C2
 : i	3	i	i	i	-11	i	6	i	i	-1
6	CN(C)C(=O)OCc1n(C)cc[n+]1C
 : i	3	i	i	i	-2	i	3	i	i	-2
7	O=C(Cn1ncc2c3ccccc3n(Cc3cccc(Cl)c3)c2c1=O)N1CCC2(CC1)OCCO2
 : i	0	i	i	i	-2	i	3	i	i	-1
8	COc1ccc(CC(=O)Nc2ccc3c(C(F)(F)F)cc(=O)oc3c2)cc1OC
 : i	7	i	i	i	-3	i	-4	i	i	-2
9	COC(=O)C(O)(c1ccc(NC(=S)NC(=O)c2ccc(Cl)cc2Cl)c(C)c1)C(F)(F)F (stereo not given)
 : i	2	i	i	i	-9	i	5	i	i	0
10	Oc1ccc(C(=C(Cl)Cl)c2ccc(O)cc2)cc1
 : i	5	i	6*	i	-20	i	nt	nt	i	0
11	CC1C(c2cccs2)=[N+]([O-])C(C)(C(=O)c2ccc(F)cc2)N1O (stereo not given)
 : i	1	i	i	i	-4	i	-9	i	i	-4
12	NC(=O)Cn1cc(C(=O)c2ccccc2)c2ccccc21
 : i	0	i	i	i	-11	i	4	i	i	2
13	CN(C)/C=C(\C=[N+](C)C)c1[nH]ncc1[N+](=O)[O-]
 : i	1	i	i	i	1	i	2	i	i	0
14	O=[N+]([O-])c1cc(S(=O)(=O)c2ccc(O)c([N+](=O)[O-])c2)ccc1O
 : i	-2	i	i	i	-7	i	-6	i	i	-6
15	CCOC(=O)C1=C(N)OC(C)=C(C(=O)OCCOC)C12C(=O)Nc1ccccc12 (stereo not given)
 : i	2	i	i	i	-1	i	1	i	i	-3
16	CC(C)N1CC=C(c2c[nH]c3ccccc23)CC1
 : i	-3	i	i	i	-2	i	-1	i	i	nt
17	COc1cccc(CNCCc2c[nH]c3ccccc23)c1
 : i	1	i	i	i	-5	i	1	i	i	2
18	O=C(Cn1cc(C(=O)c2ccccc2F)c2ccccc21)NCc1ccco1
 : i	-1	i	i	i	-4	i	0	i	i	0
19	Cc1cc(/C=C2\C(=O)NC(=O)N(c3ccccc3F)C2=O)c(C)n1-c1cc(C(=O)O)cc(C(=O)O)c1
 : i	-1	nt	i	i	0	i	0	i	i	-4
20	O=C(c1ccc(C(F)(F)F)cc1)C1CCCN(Cc2ccc(CO)o2)C1 (stereo not given)
 : i	-2	i	i	i	-10	i	8	i	i	-1
21	c1ccc2c(CCNC3=NCCC3)c[nH]c2c1
 : i	2	i	i	i	-4	i	-5	i	i	-1
22	CC(=O)N(C1=NCCCS1)c1ccccc1Cl
 : i	1	i	i	i	4	i	0	i	i	0
23	CNCC(C)c1ccccc1 (stereo not given)
 : i	-5	i	i	i	-8	i	-3	i	i	1
24	O=C(c1ccccc1F)c1cn(Cc2ccccc2)c2ccccc12
 : i	-2	i	6*	i	-9	-7.5*	2	-9.4*	i	0
25	CSc1ncc(/C=C2/C(=O)NC(=O)N(C3CCCCC3)C2=O)cn1
 : i	1	i	i	i	-17	i	2	i	i	-3
26	COC(=O)C1=C(c2ccccc2)C[C@@H]2CC[C@H]1N2C(=O)NCCO
 : i	1	i	i	i	-3	i	9	i	i	-1
27	O=C(Nc1ccc(Cl)cc1)N1CC2CC(C1)c1cccc(=O)n1C2 (stereo not given)
 : i	-17	i	i	i	-9	i	nt	i	i	-1
28	c1ccc2cc(C3N4CCCN34)ccc2c1 (stereo not given)
 : i	-4	i	i	i	-20	i	1	i	i	1
29	CC(=O)OC1(c2ccccc2)CCN(C)CC1(C)C (stereo not given)
 : i	-5	i	i	i	-7	i	-5	i	i	0
30	Cc1cc(C)c2c(ccc3cccc[n+]32)c1
 : i	2	i	i	i	-14	i	nt	i	i	0
31	C[N+]1(CCC(C(N)=O)(c2ccccc2)c2ccccc2)CCCCC1
 : -7*	2	i	i	i	-4	i	nt	nt	i	1
32	O=C1NC(=S)NC(=O)C12C(c1ccccc1)NC(=S)NC2c1ccccc1 (stereo not given)
 : i	-1	i	i	i	-11	i	-2	i	i	nt
33	CC1(C)CSC(Nc2ccc(F)c(Cl)c2)=N1
 : i	-3	i	i	i	-3	i	-6	i	i	-2
34	O=C1C2(c3ccccc3)CN3CN(C2)CC1(c1ccccc1)C3
 : i	1	i	i	i	-6	i	-3	i	i	1
35	CN1C[C@H](CO)C[C@@H]2c3cccc4[nH]cc(c34)C[C@H]21
 : i	-7	i	i	i	-13	i	4	i	i	1
36	O=C(NC1(C(F)(F)F)Oc2ccc(Cl)cc2O1)N1CCC2(CC1)OCCO2 (stereo not given)
 : i	1	i	i	i	-19	i	-4	i	i	-1
37	O=C(c1csc2c1CCCCC2)N1CCC2(CC1)OCCO2
 : i	0	i	i	i	-7	i	3	i	i	0
38	COC(=O)C1=C(c2ccc(S(C)(=O)=O)cc2)C[C@@H]2CC[C@H]1N2C(=O)NCc1ccc(C(F)(F)F)cc1
 : i	1	i	i	i	-4	i	4	i	i	-3
39	COc1ccc2c(c1OC)CN1CCc3cc4c(cc3C1C2)OCO4 (stereo not given)
 : i	0	i	i	i	-5	i	6	i	i	-1
40	CC(C)c1ccc(N2C(=O)NC(=O)/C(=C\C=C\c3ccco3)C2=O)cc1
 : i	-1	i	i	i	-7	i	nt	nt	i	-5
41	COc1ccc(-[n+]2c(-c3ccccc3)cc(-c3ccccc3)cc2-c2ccccc2)cc1
 : i	-6	i	6*	i	-30	-8.8*	nt	nt	i	-6
42	O=C(c1ccc2c(c1)N(Cc1ccc(F)cc1)CCS2)N1CCC2(CC1)OCCO2
 : i	5	i	i	i	-10	i	nt	i	i	-1
43	O=[N+]([O-])c1ccc(N2CCCC2)c(F)c1Br
 : i	-1	i	i	i	-4	i	4	i	i	nt
44	COc1ccc(S(=O)(=O)NC(CC(=O)N2CCC3(CC2)OCCO3)c2ccco2)cc1 (stereo not given)
 : i	0	i	i	i	-7	i	1	i	i	-2
45	CC(=O)Cc1ccc(OC(C)C)cc1
 : i	4	i	i	i	-9	i	3	i	i	-1
46	O=C(CNC(=O)OCc1ccccc1)NCC(=O)Nc1ccc(Br)cc1C(=O)c1ccccc1
 : i	-1	i	i	i	-6	i	-4	i	i	-1
47	CC(C)[N+]12CCC(CC1)C(C(O)(c1ccccc1)c1ccccc1)C2 (stereo not given)
 : -8.4*	-3	i	i	i	-6	i	0	i	i	0
48	CSC1=NP(=S)(SC)N2CCCC2=C1C#N (stereo not given)
 : i	-1	i	i	i	-12	i	8	i	i	-1
49	N#CC1=C(N)Oc2cc(O)ccc2C1c1ccc2c(c1)OCO2 (stereo not given)
 : i	2	i	i	i	-11	-7.5*	1	i	i	8
50	CCCCCn1c(N)c(C(=O)NCc2cccs2)c2nc3ccccc3nc21
 : i	0	i	i	i	-7	i	nt	nt	i	2
51	COc1ccc2c(c1)c(CCN)c(C)n2Cc1ccccc1
 : i	-3	i	i	i	-8	i	1	i	i	1
52	Cc1ccc(C(=O)NC2CC3CCC(C2)N3)cc1 (stereo not given)
 : i	-1	i	i	i	-3	i	-4	i	i	1
53	COc1cc2c(cc1OC)-c1c(OC)c(OC)c(OC)c3ccnc(c13)C2=O
 : i	-20	i	i	i	-15	i	nt	nt	i	28
54	O=C(Nc1ccccc1)N1CC2CC(C1)c1cccc(=O)n1C2 (stereo not given)
 : i	1	i	i	i	-6	i	-3	i	i	0
55	CN1CCN(c2ncnc3nc[nH]c23)CC1
 : i	2	i	i	i	-3	i	10	i	i	9
56	Cc1ccc(-c2cc(-c3ccccc3)cc(-c3ccccc3)[n+]2-c2ccccc2)cc1
 : -7.6*	-2	i	i	i	-46	-9.2*	3	i	i	0
